KOR beta-arrestin-1: kappa opioid receptor blockers – cell-based, luminescence, uHTS (AID 1778); KOR beta-arrestin recruitment, luminescence, antagonist mode; higher % means a stronger effect; inhibition, % at 10 µM, or IC50 in µM where a hit was titrated; 0.091% of 290,000 active; in the data active = inhibition above about 50%; also: strong numbers were not always called active
GPR35 arrestin U2OS: inhibition of zaprinast-stimulated GPR35 beta-arrestin translocation – imaging, U2OS, beta-arrestin-GFP, zaprinast agonist, primary screen (AID 2058); U2OS GPR35 beta-arrestin-GFP translocation imaging, zaprinast antagonism; higher % means a stronger effect; inhibition, % at 10 µM; hits with a dose series show IC50 in µM; 0.052% of 290,000 active;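 active = inhibition of at least 50% with at least 30 cells and total cytoplasm GFP at most 10,000,000; inconclusive = under 30 cells or total GFP of 10,000,000 plus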
HIV peptide binding: inhibitors of HIV fusion peptide binding, primary screen, biochemical, uHTS, fluorescence dequenching (AID 1986); cell-free peptide binding, fluorescence dequenching, 30 min; higher % means a stronger effect; 0.3% of 290,000 active; inhibition, % at 20 µM, or IC50 in µM where a hit was titrated; in the data active = inhibition mostly above about 52%, no sharp cut-off; inactive = mostly below about 76%; also: some results filed as inactive read as strong as hits
SIAH1 antagonists: Siah-1 peptide-binding antagonists, primary screen, biochemical, fluorescence polarization, rhodamine-plectin, uHTS (AID 1817). Siah-1 / rhodamine-plectin peptide fluorescence polarization; higher % means a stronger effect. displacement, % at 20 µM, or IC50 in µM where a hit was titrated. 0.02% of 290,000 active;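 active = displacement of at least 50% at 20 µM, with a fluorescence ratio check between 0.3 and a set limit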;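 also: plate controls were Siah plus tracer with DMSO for no effect and tracer alone without Siah for full effect; strong numbers were not always called active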
GPR55 antagonists: inhibition of LPI-stimulated GPR55 beta-arrestin translocation – imaging, U2OS, beta-arrestin-GFP, LPI agonist, primary screen (AID 2013) | U2OS GPR55 beta-arrestin-GFP translocation imaging, LPI antagonism; higher % means a stronger effect | one-dose inhibition, % at 10 µM; IC50 in µM for titrated hits | 0.13% of 290,000 active;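 active = spots per cell inhibited over 60%, with over 100 cells counted and total cytoplasm intensity under 500,000; inconclusive = wells with under 100 cells, flagged as likely toxic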;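 also: U2OS cells stably carrying GPR55 and arrestin-GFP stimulated by 5 µM LPI near EC80; imaged beta-arrestin-GFP aggregate spots per cell after agonist stimulation; plate controls were LPI-stimulated DMSO wells for no effect and DMSO wells without LPI for full effect; some results filed as inactive read as strong as hits; confirmed hits need IC50 under 10 µM and bright autofluorescent wells are also inconclusive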
NOD1 NF-kB reporter: inhibition of NOD1-driven NF-kB reporter – cell-based, luminescence, uHTS, primary screen (AID 1578); NOD1-driven NF-kB luciferase reporter cells, luminescence; higher % means a stronger effect; 1% of 290,000 active; inhibition, % at 4 µM, or EC50 in µM where a hit was titrated; in the data active = inhibition mostly above about 36%, no sharp cut-off; inactive = mostly below about 34%;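 also: HEK-293T reporter cells stimulated with the NOD1 agonist gamma-tri-DAP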
KOR beta-arrestin-2: kappa opioid receptor activators – cell-based, luminescence, uHTS, primary screen (AID 1777); KOR beta-arrestin recruitment, luminescence; higher % means a stronger effect; activation, % at 10 µM; hits with a dose series show EC50 in µM; 0.02% of 280,000 active; in the data active = activation above about 50%, passing the limit was not always enough; also: a part of the inactive calls stands beside numbers as strong as those of hits
GPR55 beta-arrestin: GPR55 agonists via beta-arrestin recruitment, primary screen, imaging, U2OS cells, beta-arrestin-GFP redistribution (AID 1961); 0.048% of 290,000 active; U2OS GPR55 beta-arrestin-GFP redistribution imaging; higher % means a stronger effect; activation, % at 10 µM, or EC50 in µM where a hit was titrated;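 active = activation above 40% with more than 50 cells counted in the well; inconclusive = wells holding fewer than 50 cells, flagged as toxic or sparse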;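 also: U2OS osteosarcoma cells stably expressing GPR55 and beta-arrestin-GFP; plate controls were DMSO negative control for no effect and LPI positive control for full effect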
AID2073: inhibitors of Mint1-CaV2.2 protein interaction, biochemical, HTRF (AID 2073) | HTRF protein-protein interaction, Mint1-CaV2.2; higher % means a stronger effect | inhibition, % at 20 µM; hits with a dose series show IC50 in µM | 0.19% of 290,000 active; in the data active = inhibition mostly above about 51%, no sharp cut-off; inconclusive = no clear call, values can overlap the other calls; inactive = mostly below about 53%; also: some results filed as inactive read as strong as hits
An asterisk follows results filed as active; u = inconclusive; x = not tested or not shown; [ ] = dose if it differs, or a comment.

The first 3 entries, to show the layout:
Structure	KOR beta-arrestin-1	GPR35 arrestin U2OS	HIV peptide binding	SIAH1 antagonists	GPR55 antagonists	NOD1 NF-kB reporter	KOR beta-arrestin-2	GPR55 beta-arrestin	AID2073
CCOC(=O)N1CCN(C(=O)/C(=C/c2ccc(Br)cc2)NC(=O)c2ccc(OC)cc2)CC1	-7.1%	5.1%	0.6%	7.4%	19.3%	-30.0%	8.8%	2.2%	-6.6%
CSc1ncccc1C(=O)NC1CCCCCC1	9.8%	11.1%	-0.4%	2.7%	4.9%	-18.3%	-2.8%	0.4%	-4.9%
CCc1ccc(NC(=O)Cn2ncn3c(cc4ccccc43)c2=O)cc1	-27.3%	-14.4%	0.9%	-2.0%	-13.8%	-22.8%	3.3%	0.4%	u

The whole of this part, repeating the preview:
Structure	KOR beta-arrestin-1	GPR35 arrestin U2OS	HIV peptide binding	SIAH1 antagonists	GPR55 antagonists	NOD1 NF-kB reporter	KOR beta-arrestin-2	GPR55 beta-arrestin	AID2073
CCOC(=O)N1CCN(C(=O)/C(=C/c2ccc(Br)cc2)NC(=O)c2ccc(OC)cc2)CC1	-7.1%	5.1%	0.6%	7.4%	19.3%	-30.0%	8.8%	2.2%	-6.6%
CSc1ncccc1C(=O)NC1CCCCCC1	9.8%	11.1%	-0.4%	2.7%	4.9%	-18.3%	-2.8%	0.4%	-4.9%
CCc1ccc(NC(=O)Cn2ncn3c(cc4ccccc43)c2=O)cc1	-27.3%	-14.4%	0.9%	-2.0%	-13.8%	-22.8%	3.3%	0.4%	u
CCOC(=O)N1CCN(C(=O)c2ccccc2Oc2ccccc2)CC1	1.4%	-3.9%	-1.7%	-3.0%	-1.1%	-3.3%	-2.4%	-0.1%	-4.9%
CN1CN=C(NS(=O)(=O)c2ccc([N+](=O)[O-])cc2)NC1	-16.9%	1.6%	-0.9%	-5.7%	-6.9%	18.4%	-5.7%	0.3%	6.1%
CSc1sc(C(=O)NCC2CC2)c(-c2cccs2)c1C#N	10.2%	0.8%	-0.6%	-2.3%	4.5%	-0.8%	5.8%	0.2%	-9.2%
CCCCNC(=O)c1ccc(CNS(=O)(=O)c2ccc(Br)cc2)cc1	-10.2%	11.7%	1.5%	-3.0%	-10.9%	-36.8%	-1.2%	-0.5%	-1.1%
O=C(CSc1nc2ccccc2nc1N1CCCCC1)N1CCN(c2ccccc2)CC1	3.0%[20 µM]	3.1%	0.0%	2.4%	17.6%	-7.6%	-4.3%	0.7%	12.4%
CC(=O)Nc1ccc(NC(=O)COc2ncnc3ccccc23)cc1	3.7%	-2.0%	0.3%	8.4%	9.5%	-16.3%	-1.6%	0.7%	-5.4%
Cc1ccc(CNC(=O)C2(C)Oc3ccccc3NC2=O)cc1 (configuration not stated)	16.9%	-0.1%	3.0%	2.3%	9.1%	-10.3%	-1.1%	-0.1%	-5.5%
CNC(=O)CSc1nnc(-c2ccc(S(=O)(=O)N3CCCC3)cc2)n1-c1cccc(C)c1C	4.5%	-3.0%	-1.8%	0.4%	0.5%	-13.3%	2.7%	1.1%	-17.6%
CNC(=O)COc1coc(CN2CCN(c3ccccc3F)CC2)cc1=O	-25.7%	15.7%	1.8%	0.1%	18.1%	-9.4%	-0.1%	-0.1%	8.4%
COCc1cc(=O)[nH]c(/N=C(\N)Nc2c(F)cccc2F)n1	8.1%	-2.1%	-0.5%	16.2%	3.3%	-1.2%	-1.7%	-0.3%	-0.5%
O=C(CSCc1ccccc1)Nc1cccc(C(=O)Nc2ccccc2C(=O)O)c1	-6.7%	39.7%	30.8%	4.0%	-2.1%	10.2%	-0.6%	-0.1%	8.6%
CCOC(=O)c1c(OCCO)nn(-c2ccccc2)c1N	-36.0%	13.8%	-2.2%	3.6%	7.9%	-30.6%	0.2%	-0.5%	-4.4%
COc1ccc(C(=O)NC(=S)NNC(=O)CCc2ccccc2)cc1	-6.4%	13.8%	7.8%	-8.2%	4.4%	11.3%	-1.7%	0.2%	-19.4%
O=C(NC1CCCCC1)c1cccc(OCc2ccccc2)c1	15.4%	8.0%	0.1%	0.2%	-2.1%	14.3%	1.1%	-0.1%	0.1%
CCC(=O)NC(=S)Nc1cccc(NC(=O)c2ccccc2Cl)c1	14.2%	-3.6%	-2.0%	1.8%	9.8%	9.5%	-3.3%	-0.1%	-29.7%
C/C(CC(=O)Nc1cccnc1)=N/NC(=O)COc1ccc(Cl)cc1Br	-2.4%	9.4%	-2.4%	-1.7%	-3.4%	-5.3%	x	0.7%	4.0%
CC1Cc2ccccc2N1S(=O)(=O)c1ccc(Cl)nc1 (configuration not stated)	-1.8%	-2.9%	-1.0%	0.7%	5.8%	-7.6%	8.9%	-0.2%	u
Cc1cc(C)c(C)c(OCCN2CC(C)OC(C)C2)c1 (configuration not stated)	15.6%[20 µM]	2.9%	0.3%	4.7%	-23.1%	-21.9%	-8.0%	-0.1%	0.6%
Cc1c(C(=O)n2cnc3ccccc32)cccc1[N+](=O)[O-]	21.7%	-1.6%	-0.7%	0.2%	-7.3%	-7.4%	-7.1%	0.3%	-5.0%
C=CCc1cccc(/C=N/c2nc3ccccc3n2CC)c1O	-18.0%	-6.9%	1.3%	10.5%	-3.4%	-8.9%	-1.3%	1.0%	49.3%
CCOc1ncccc1C(=O)Nc1nnc(C2CC2)s1	-43.5%	-3.1%	0.1%	-1.6%	-9.9%	-42.8%	2.9%	-0.7%	-12.2%
Cc1ccc(NC(=O)C2CCN(C(=O)NC3CCCCC3)CC2)cc1Cl	-3.1%	-4.1%	-2.7%	-2.8%	0.9%	6.4%	-5.0%	0.2%	-1.7%
COc1ccc2c(C)cc(SCn3nnc4ccccc4c3=O)nc2c1	-0.9%	-15.5%	2.9%	-0.8%	-3.7%	23.1%	1.9%	0.0%	6.4%
O=C(/C=C/Sc1ccccc1)c1ccccc1	-22.0%	0.7%	-1.2%	-0.6%	0.9%	37.4%	-1.8%	-0.1%	-12.9%
CC(C)CNC(=O)COC(=O)c1c2c(nc3ccccc13)/C(=C/c1cccs1)CC2	-11.3%	-13.4%	22.3%	-2.7%	14.5%	-31.9%	1.7%	-0.2%	27.4%
CC(C)CN(C(=O)CN1C(=O)C2CCCCC2C1=O)c1c(N)n(Cc2ccccc2)c(=O)[nH]c1=O (configuration not stated)	10.5%	7.4%	1.8%	8.1%	1.0%	-32.0%	-4.2%	-0.1%	5.6%
CC(=O)Nc1ccc(OCC(O)Cn2c(CO)nc3ccccc32)cc1 (configuration not stated)	-2.7%	-7.1%	-0.7%	-2.7%	-8.2%	-30.3%	-4.7%	0.0%	5.6%
CC1CCN(S(=O)(=O)c2ccc(NC(=O)Cc3cccs3)cc2)CC1	12.8%	7.1%	5.1%	-8.5%	5.0%	-0.9%	-0.2%	-0.1%	15.9%
COC(=O)C1=C(C)NC(=O)/C1=C\c1cc(C)n(-c2ccccc2C)c1C	12.2%	3.8%	-2.0%	4.8%	25.9%	-10.9%	-6.7%	-0.1%	1.9%
Nc1ncc(Br)cc1S(=O)(=O)NCCC(=O)NC1CCCCC1	-14.3%	14.8%	0.2%	-3.5%	-1.3%	-20.6%	-2.9%	-0.2%	-0.5%
Oc1ccc(CN2CCCCC2)nc1-c1ccccc1	-18.9%	-5.6%	-1.2%	-1.1%	-2.0%	-17.4%	4.3%	0.9%	-2.6%
Cc1ccc(-c2csc(N3CCN(CCCn4c(C(F)(F)F)nc5ccccc54)CC3)n2)cc1	-43.1%[20 µM]	-1.5%	1.2%	0.2%	5.8%	-23.0%	-1.2%	-0.2%	0.8%
Cn1ncn2c(=O)c3c(nc12)-c1ccccc1CC31CCCC1	-6.9%	-4.0%	2.3%	3.3%	5.2%	-4.8%	-3.4%	-0.3%	8.9%
CC(C)C[C@H](NC(=O)c1nc[nH]c1C(=O)N[C@@H](CCCCNC(=O)OC(C)(C)C)C(=O)OC(C)(C)C)C(=O)OCc1ccccc1	1.4%[20 µM]	12.5%	-0.7%	-3.3%	10.7%	19.5%	0.9%	0.0%	49.0%
CC1(C)COC(c2coc3ccccc3c2=O)OC1	x	1.3%	1.1%	0.7%	0.4%	-46.2%	2.0%	-0.2%	-1.9%
O=C(CSc1nc2ccccc2c(=O)n1CC1CCCO1)Nc1ccccc1Cl (configuration not stated)	-11.0%	9.2%	1.3%	-0.4%	9.6%	-6.5%	-5.1%	-0.2%	22.1%
Cc1ccc(NCC(=O)N=Nc2c(O)[nH]c3ccc([N+](=O)[O-])cc23)cc1	-28.7%	9.2%	-1.9%	-8.7%	-8.5%	0.2%	3.2%	0.0%	13.7%
Cn1c(CBr)c(C(=O)c2ccc([N+](=O)[O-])cc2)c(=O)n(C)c1=O	9.5%	-7.7%	-0.5%	0.5%	-5.7%	-6.2%	-1.2%	0.0%	1.7%
Cc1ccc(CNC(=O)C(Cc2ccccc2)NS(=O)(=O)c2ccc(Br)s2)cc1 (configuration not stated)	26.6%	-1.5%	5.7%	15.5%	14.1%	-4.0%	-0.9%	-0.1%	-4.8%
O=C(Cc1ccccc1)Nc1c(C(=O)N2CCOCC2)cnn1-c1ccccc1	10.4%	-8.8%	-1.6%	-2.3%	11.0%	2.7%	-1.9%	0.6%	-0.6%
COc1ccc(N(CC(=O)Nc2ccccc2C(N)=O)S(=O)(=O)c2ccc(C)c([N+](=O)[O-])c2)cc1	-3.0%[20 µM]	-13.4%	4.0%	-1.3%	9.7%	-27.1%	-11.3%	-0.1%	13.0%
O=C(Nc1nn[nH]n1)c1cccc(Oc2ccccc2)c1	4.9%	9.1%	5.8%	-1.1%	-0.6%	-23.4%	-1.2%	1.0%	0.4%
O=C(CCNC(=O)c1ccc(Br)cc1)Nc1ncccc1O	-12.5%	14.6%	1.7%	0.9%	-4.8%	-2.0%	4.1%	0.2%	5.3%
CCCC(=O)Nc1ccc(C(=O)Nc2nc(CC(=O)OCC)cs2)cc1	-14.6%	21.5%	-3.3%	4.4%	-8.8%	-9.4%	1.1%	0.5%	0.7%
CCNC(=O)CC1C(=O)N(c2ccccc2)C(=O)N1Cc1ccc(OC)cc1 (configuration not stated)	7.4%	-3.7%	0.0%	10.2%	5.0%	-17.8%	-3.4%	-0.2%	2.6%

Assay outcomes deposited in PubChem BioAssay by Sanford-Burnham Center for Chemical Genomics.

Some of the compounds tested; the hit share may differ from the screen's.
